Assay outcomes: PubChem BioAssay, several laboratories
PPARg SRC-3 ag: promotes SRC-3 coactivator recruitment by human PPARgamma. P37231. biochemical PPARgamma/SRC-3 coactivator recruitment assay. activation, % at 8 µM. actives 0.26% (n = 200,000). AID 731; in the data active = activation above about 23%;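 note: 0% = DMSO and 100% = reference agonist; some compounds past the cut are filed as inactive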
RAM network inh: yeast RAM network inhibition | S. cerevisiae dse1pr::URA3 reporter, 5-FOA growth OD615, 2 d; analog-sensitive cbk1-as2 kinase mutant strain | inhibition, % at 50 µM | actives 1.8% (n = 190,000);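 active = inhibition above a set limit, 3 SD over mean compound inhibition, cut at about 8.4% in these data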;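 note: 0% = DMSO-only wells with no growth and 100% = 10 µM 1-NA-PP1 full growth; inhibition rescues growth on 5-FOA so higher OD means more RAM inhibition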
PPARg SRC-2 ag: PPARgamma-driven SRC-2 recruitment agonism; P37231; PPARgamma LBD-SRC-2 recruitment, biochemical; activation, % at 8 µM; actives 0.34% (n = 200,000); AID 1032; in the data active = activation above about 22%;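 note: 0% = vehicle and 100% = reference agonist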
STAT3 blocker: inhibitors of IL-6 induced STAT3 signaling | inhibition, % at 5.5 µM | AID 862 | actives 0.89% (n = 190,000) | U3A cells, IL-6 STAT3-luciferase reporter, luminescence; host cell line lacks STAT1;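 active = inhibition above the mean inhibition across all screened compounds plus 3 SD, cut at about 44% in these data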;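 note: 0% = DMSO only wells and 100% = 100 µM nifuroxazide control wells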
STAT3 activator: activators of IL-6 induced STAT3 signaling | activation (% of control), % at 5.6 µM | U3A cells, IL-6 STAT3-luciferase reporter, luminescence; 100% = signal with IL-6 EC80 alone | AID 871 | actives 0.91% (n = 190,000);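 active = activation above the screen-wide mean of compound activation plus 3 SD, cut at about 130% in these data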;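 note: 0% = background luminescence of wells with medium and substrate only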
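Test system: human U3A cells carrying STAT3-luciferase construct; control set: IL-6-only wells as 100% reference; timing: compound pre-incubation 1 h before IL-6, then 6 h stimulation at 37 °C; also added: IL-6 stimulus at 33 ng/mL final; evaluation: % activation versus median of IL-6-stimulated wells; detection: reporter luminescence signal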
SRC2 TRFRET art: counter-screen for PPARgamma SRC-2 recruitment agonists: TR-FRET artefact; active compounds read high; TR-FRET ratio at 8 µM; actives 0.4% (n = 200,000); AID 1049; in the data active = TR-FRET ratio above about 2000; note: inactives centre near 1500
STAT1 inh: STAT1 signaling inhibition | actives 0.35% (n = 200,000) | inhibition, % at 5.5 µM | NIH 3T3 STAT1-luciferase reporter, IFN-gamma, luminescence;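 active = inhibition above a set limit, the mean inhibition across all tested compounds plus 3 SD, cut at about 34% in these data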;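 note: 0% = IFN-gamma with DMSO and 100% = IFN-gamma with 300 µM nifuroxazide; values of inactives mirror those of a sister screen read the other way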
TLR4 MyD88 comp: TLR4-MyD88 interaction inhibition in cells. O00206+Q99836. HeLa CL3-4 TLR4/MyD88 BLA complementation, FRET ratio. inhibition, % at 8.4 µM. actives 0.18% (n = 200,000). AID 861; in the data active = inhibition above about 25%;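 note: 0% = vehicle and 100% = reference inhibitor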
Target sequence (O00206 whole entry, looked up): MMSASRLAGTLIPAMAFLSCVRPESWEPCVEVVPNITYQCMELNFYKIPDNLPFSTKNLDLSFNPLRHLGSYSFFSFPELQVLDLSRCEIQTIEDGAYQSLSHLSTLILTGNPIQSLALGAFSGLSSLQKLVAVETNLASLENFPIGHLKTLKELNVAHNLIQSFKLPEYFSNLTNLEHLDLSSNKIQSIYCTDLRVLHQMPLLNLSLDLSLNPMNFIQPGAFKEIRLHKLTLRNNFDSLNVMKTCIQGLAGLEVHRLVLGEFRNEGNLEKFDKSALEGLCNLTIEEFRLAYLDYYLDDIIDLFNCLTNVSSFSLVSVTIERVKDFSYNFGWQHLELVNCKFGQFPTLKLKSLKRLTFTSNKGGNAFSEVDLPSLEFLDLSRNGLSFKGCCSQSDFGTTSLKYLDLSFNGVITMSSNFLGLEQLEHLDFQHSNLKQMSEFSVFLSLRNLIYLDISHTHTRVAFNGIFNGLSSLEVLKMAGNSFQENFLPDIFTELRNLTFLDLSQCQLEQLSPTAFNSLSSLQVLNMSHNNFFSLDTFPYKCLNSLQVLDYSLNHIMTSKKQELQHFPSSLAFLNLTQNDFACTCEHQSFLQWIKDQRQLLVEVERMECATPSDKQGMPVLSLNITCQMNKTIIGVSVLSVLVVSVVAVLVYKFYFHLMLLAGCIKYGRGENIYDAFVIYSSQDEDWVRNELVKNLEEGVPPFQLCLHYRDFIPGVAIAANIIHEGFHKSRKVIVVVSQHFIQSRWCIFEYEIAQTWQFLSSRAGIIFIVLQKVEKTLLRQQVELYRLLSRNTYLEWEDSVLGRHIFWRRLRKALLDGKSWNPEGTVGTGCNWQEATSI
Target sequence (Q99836 whole entry, looked up): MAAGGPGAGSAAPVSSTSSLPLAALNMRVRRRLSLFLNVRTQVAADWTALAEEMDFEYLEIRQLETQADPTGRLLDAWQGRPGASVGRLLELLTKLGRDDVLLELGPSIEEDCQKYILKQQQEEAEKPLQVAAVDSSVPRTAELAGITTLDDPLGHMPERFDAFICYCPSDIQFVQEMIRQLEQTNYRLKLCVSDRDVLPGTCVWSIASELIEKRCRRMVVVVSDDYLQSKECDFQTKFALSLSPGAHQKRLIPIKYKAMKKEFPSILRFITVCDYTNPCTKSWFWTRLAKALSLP
S1P3 antagonist: blocks the human S1P3 receptor; CHO S1P3 NFAT-BLA reporter, FRET fluorescence, antagonist mode; inhibition, % at 4.98 µM; actives 0.27% (n = 170,000); AID 485;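 active = inhibition above the plate cutoff, the mean inhibition of test wells on that plate plus 3 SD, cut at about 28% in these data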;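 note: cells challenged with S1P at its EC80 of 0.8 µM; blue over green emission ratio from cleaved BLA substrate after 4 h stimulation; 0% = S1P-stimulated wells and 100% = unstimulated DMSO-only wells; some compounds past the cut are filed as inactive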
ROMK primary: human ROMK K+ channel modulation, primary screen; actives 2% (n = 130,000); AID 1918; Tet-inducible ROMK, thallium flux fluorescence; actives lie on both sides; B-score at 10 µM;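 active = signal ratio slope over the read window, or its plate-corrected B-score, at least 3 SD from the plate mean, either direction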;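 note: B-score of the F/F0 ratio slope over 7 to 12 s after thallium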
PPARg SRC1 recr: agonists of human PPARgamma SRC-1 coactivator recruitment | PPARgamma-SRC-1 coactivator recruitment biochemical assay | activation, % at 8 µM | actives 0.41% (n = 200,000) | AID 631; in the data active = activation above about 19%;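 note: 0% = DMSO and 100% = reference agonist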
Active calls of the source: *; / = no result given.

SMILES	PPARg SRC-3 ag	RAM network inh	PPARg SRC-2 ag	STAT3 blocker	STAT3 activator	SRC2 TRFRET art	STAT1 inh	TLR4 MyD88 comp	S1P3 antagonist	ROMK primary	PPARg SRC1 recr
COc1ccc(OC)c(C(c2nnnn2CCc2ccccc2)N2CCN(c3ccccc3)CC2)c1 (stereo unspecified)	2	3.0	1	10	96	1567	11	-3	-7	/	6
Clc1ccc(COc2cccc(CNCc3ccncc3)c2)cc1	4	-0.6	6	22	85	1965	19	-2	15	-3.8*	6
Cc1c(C)n(C(=O)CSc2nccn2C)c2ccccc12	-9	-0.1	-11	-24	124	1619	14	11	/	-2.3	-7
COCCCN(C(=S)Nc1ccc(C)cc1Cl)C(C)c1ccncc1 (stereo unspecified)	1	-0.4	6	3	98	1531	-8	2	21	/	0
CSC1=NCCN1C(=O)c1ccc(Br)o1	-12	3.3	-5	18	92	1421	-3	-12	-7	/	7
O=C(Cn1[nH]c(=O)c2ccccc2c1=O)OCC(=O)N1CCCc2ccccc21	7	1.4	13	-2	107	1580	-3	4	-2	/	13
C(=N\N1CCN(C(c2ccccc2)c2ccccc2)CC1)/c1ccc2c(c1)OCO2	1	-0.1	6	3	102	1406	-3	1	-23	0.012	-2
CCC(=O)Nc1cc(C(C)C)c(O)cc1C	4	-0.6	4	1	101	1435	-2	-7	-27	/	-8
Cc1nn(-c2ccccc2)c(Cl)c1/C=C1\N=C(c2ccccc2)OC1=O	11	/	11	-4	106	1511	-1	-5	/	-0.28	-2
C/C(=N\N=C(/N)SC1CC(=O)N(c2ccc(Cl)c(Cl)c2)C1=O)c1cccs1 (stereo unspecified)	4	1.4	2	3	101	1555	-4	1	/	/	3
COc1ccc(NC(=O)CN(C)S(=O)(=O)c2ccc3c(c2)CCC(=O)N3)c(OC)c1	-6	4.8	-5	6	99	1512	2	10	/	/	3
N[C@@H](Cc1cc(I)c(O)c(I)c1)C(=O)O	-8	1.1	3	7	96	1551	-3	-9	-6	/	8
CCOC(=O)/C(C#N)=N/Nc1ccccc1OC	6	0.9	21	-2	100	1790	-2	3	-20	-1.3	2
COc1ccc(C(=O)NCC(=O)OCc2ccc([N+](=O)[O-])cc2)cc1	2	0.5	0	1	108	1528	-4	-11	-17	0.0043	2
Cc1ccc(/C=C(/NC(=O)c2ccccc2)C(=O)NCCc2c[nH]c3ccccc23)o1	6	1.5	-3	0	105	1552	-3	-5	/	/	10

An excerpt of these results, as labelled records.
C(=N\N1CCN(C(c2ccccc2)c2ccccc2)CC1)/c1ccc2c(c1)OCO2
  PPARg SRC-3 ag: 1; RAM network inh: -0.1; PPARg SRC-2 ag: 6; STAT3 blocker: 3; STAT3 activator: 102; SRC2 TRFRET art: 1406; STAT1 inh: -3; TLR4 MyD88 comp: 1; S1P3 antagonist: -23; ROMK primary: 0.012; PPARg SRC1 recr: -2

CCC(=O)Nc1cc(C(C)C)c(O)cc1C
  PPARg SRC-3 ag: 4; RAM network inh: -0.6; PPARg SRC-2 ag: 4; STAT3 blocker: 1; STAT3 activator: 101; SRC2 TRFRET art: 1435; STAT1 inh: -2; TLR4 MyD88 comp: -7; S1P3 antagonist: -27; ROMK primary: /; PPARg SRC1 recr: -8

Continued.
SMILES	PPARg SRC-3 ag	RAM network inh	PPARg SRC-2 ag	STAT3 blocker	STAT3 activator	SRC2 TRFRET art	STAT1 inh	TLR4 MyD88 comp	S1P3 antagonist	ROMK primary	PPARg SRC1 recr
CC(=O)Nc1ccc(S(=O)(=O)N(C)CC(=O)OCC(=O)Nc2ccc3c(c2)OCO3)cc1	-1	2.2	-9	-11	107	1530	-3	-4	12	0.056	-2
COC(=O)c1ccc(Oc2ccc3nncn3n2)cc1	1	-0.1	-3	7	97	1310	-5	2	/	-0.056	-8
CCOC(=O)/C(C#N)=C1\CCCN1CC(N)=S	-2	0.3	-2	5	96	1452	-2	-13	-12	-0.32	-3
Cn1c(CSc2nc3ccccc3s2)nnc1SCC(=O)NCCCN1CCOCC1	6	1.1	-2	-13	111	1567	0	2	/	0.025	5
CC1CN(Cc2ccccc2Cl)CC(C)O1 (stereo unspecified)	0	2.2	2	-1	100	1519	0	-14	/	-0.23	6
C#CCNC(=O)C1=C[C@H](C2CCCCC2)[C@@H](CCCO)[C@H](OCC)O1	2	1.0	7	/	/	1495	3	-16	-16	/	4
Fc1ccc(-c2nnsc2Sc2ccccn2)cc1	58*	3.6	145*	6	96	3478*	-32	4	-16	-0.27	11
Clc1cccc2sc(N3CCCC3)nc12	-8	0.1	3	5	101	1630	-6	-3	4	/	-6
CC(C)(C)NC(=O)NC(=O)CSc1n[nH]c(-c2ccccc2Br)n1	-2	3.3	-6	11	97	1421	5	-5	-15	-0.97	-4
Cc1ccc2nc(C)c3c(c2c1)COC3	2	1.6	5	7	95	1537	3	-7	30*	-0.43	-1
O=[N+]([O-])c1ccc(Oc2c(F)c(F)nc(N3CCCC3)c2F)cc1	-2	6.3	-2	8	96	1496	5	-8	/	-0.13	10
CN1CCN(C2=NC3(CCCC3)C(C#N)C(=O)N2)CC1 (stereo unspecified)	9	0.3	-1	2	100	1696	1	-2	-30	-0.0068	7
Cc1cccc(NC(=O)c2ccccc2OCC(=O)N2CCCC2)c1C	2	1.8	1	5	100	1555	-4	5	8	0.024	4
CCCCNS(=O)(=O)c1ccc(NC(=O)C2c3ccccc3Oc3ccccc32)cc1	-6	4.0	-3	-16	109	1518	-2	-7	-6	/	6
CC(C)CNc1c(N)c(=O)oc2ccccc12	0	-0.2	7	-5	102	1578	2	17	/	0.42	11
C=CCN(CC=C)CCCOc1ccccc1C(=O)OC	-1	0.3	-10	0	107	1400	-6	-4	11	-0.12	0
O=C(CC1c2ccccc2Oc2ccccc21)NCc1ccco1	-13	3.1	4	10	100	1621	-1	-4	7	/	-1
CCOC(=O)C1=C(C)NC(C)=C(C(=O)OCC)C1C(=O)OCC(=O)N1CCc2ccccc2C1	6	3.4	-3	-4	108	1482	10	-2	7	-0.43	-2
CCN(CC)c1ccc(NC(=O)Cn2c(C(C)NC(=O)c3ccccc3)nc3ccccc32)cc1 (stereo unspecified)	6	2.5	2	2	103	1604	5	-11	-8	/	8
O=S(=O)(c1cccc(F)c1)N1CCC(CO)(Cc2cccc(F)c2)CC1	6	0.7	3	8	99	1594	-3	2	-12	0.13	1
O=C(Oc1c(-c2ccccc2Cl)oc2ccccc2c1=O)c1ccc(Cl)cc1	2	4.3	2	5	98	1574	4	12	9	-0.12	6
Cc1cc(=O)n2c(C(=O)Nc3ccc(C(=O)OC(C)C)cc3)c(C(=O)Nc3ccccc3)sc2n1	7	2.1	6	1	101	1839	-7	-1	-13	0.61	10
O=C(N/N=C/c1ccc(N2CCOCC2)c([N+](=O)[O-])c1)c1ccc(F)cc1	-1	1.5	7	14	89	1626	2	-13	/	1	1
O=C(CSCc1ccc(Cl)cc1)Nc1ccc(-c2nnc(-c3ccccc3)o2)cc1	3	1.0	-3	2	98	1714	1	-2	-2	/	-4
C=CCC(CC=C)(C(=O)O)c1ccccc1	14	1.7	-1	8	97	1564	4	7	-27	1.7	-5
COc1c(Br)cc(Br)cc1/C=N/NC(=O)c1ccncc1	4	3.1	6	14	92	1207	-3	3	-7	0	-2
COC(=O)c1c(-c2ccccc2)csc1NC(=O)c1c(-c2ccccc2)noc1C	1	4.8	1	-3	102	1859	-1	1	-31	/	6
CCOC(=O)C1CCN(C(=O)COc2ccc(S(=O)(=O)NC(C)C)cc2)CC1	6	0.8	7	-6	105	1504	-2	0	3	/	8
Cc1ccc(-n2c(SCC(=O)OC(C)C)nnc2-c2ccco2)cc1	-3	1.5	-1	-2	105	1409	-1	3	-17	0.46	2
Cc1ccc(CNC(=O)CCc2nnc(Cc3ccc(-c4ccccc4)cc3)o2)o1	0	2.7	0	3	100	1624	7	2	5	0.24	5
COc1ccc(-c2nc(SCC(=O)Nc3nccs3)c(-c3ccc(Cl)cc3)[nH]2)cc1	4	3.0	7	-6	105	1424	-9	3	-4	-0.017	0
COc1cc(-c2ccc(NC(=O)c3ccc(C)cc3)c(OC)c2)ccc1NC(=O)c1ccc(C)cc1	3	5.8	10	1	100	1475	-1	5	/	0.1	14
Cn1c(=O)cc(N2CCOCC2)[nH]c1=O	3	1.0	14	/	/	1520	10	-35	-14	/	-11
COc1ccc(N2C(=O)C3CCCN3C2c2ccccc2Cl)cc1 (stereo unspecified)	-2	-0.1	-1	18	92	1528	-6	1	-7	/	7
CCOc1cccc(OCCCCN2CCOCC2)c1	-1	1.6	-3	3	101	1685	-6	10	9	0.58	10
O=C(Nc1nc(-c2cccs2)c(-c2ccccc2)s1)c1ccco1	-8	3.5	2	17	90	1707	21	-2	-8	-0.37	5
Cc1cc(N/C(=N\S(=O)(=O)c2ccc(Cl)cc2)c2ccc(F)cc2)no1	-2	4.8	5	13	93	1723	-4	11	-1	/	4
Cc1cc(C(=O)N2CCN(S(C)(=O)=O)CC2)sc1-c1ccccc1	5	0.9	5	16	90	1744	-4	-11	2	/	8
Cc1ccc(COc2ccc(C(=O)NN)cc2)cc1	-1	-1.9	0	2	103	1280	-19	3	6	1.6	-9
COc1ccc(CC(=O)NCc2ccccn2)cc1OC	15	-0.7	1	-1	107	1647	-2	-1	15	0.76	10
O=C(NCC(c1cccnc1)N1CCN(c2ccccc2)CC1)OCc1ccccc1 (stereo unspecified)	10	-0.9	4	11	92	1609	-2	-2	12	-2.1	6
Cc1ccc(S(=O)(=O)N(CC(=O)NCc2ccncc2)C2CCCCC2)cc1	1	0.1	-1	0	104	1406	7	-7	-23	/	-1
Cc1ccnc(SCC(N)=O)n1	5	1.1	2	-5	108	1551	-1	-19	-20	0.19	3
O=C(Nc1ccccc1Cl)C1CCN(Cc2cnn(-c3ccccc3)c2-n2cccc2)CC1	4	0.0	12	3	104	1633	5	2	/	-3.2*	7
O=C(NCc1ccncc1)C(=O)N/N=C/c1ccccc1OCc1ccccc1	4	0.0	10	18	91	1657	-14	-17	-8	1.3	-3
Cc1cccc(CSc2ccc(-c3cccs3)nn2)c1	7	8.2	6	10	90	1509	-33	-9	-6	-0.64	-2
COc1cc(OC)cc(C(=O)N[C@H](C(=O)Nc2nc3c(s2)CCCC3)C(C)C)c1	3	5.9	0	-10	109	1535	-5	0	-12	-1.3	1
CCSc1ccc2nnc(-c3ccc(F)cc3)n2n1	7	2.2	1	27	79	1647	4	-1	-42	-1.9	9
Nc1c(NCc2ccccc2)c2ccccc2oc1=O	17	1.4	0	3	101	1538	4	-2	6	-1.3	10
Cc1ccc(C2CC(c3cccs3)=NN2C(=O)c2ccco2)o1 (stereo unspecified)	1	3.6	-2	4	104	1495	-1	7	-4	-5.5*	-2
Cc1csc2nc(CNS(=O)(=O)N(C)C)cn12	-12	2.7	-2	-7	110	1590	-4	3	-44	/	-3
Cc1cc(NC(=O)CSc2nnc(-c3c[nH]c4ccccc34)n2-c2ccc(Cl)cc2)no1	5	1.9	5	9	97	1538	10	-7	/	-0.16	-2
O=C(Nc1ccc2c(c1)OCO2)c1cccc(S(=O)(=O)N2CCCC2)c1	-10	1.3	0	7	99	1613	2	2	-21	/	9
